Screens (PubChem)
BaF3 tox – reduces parental Ba/F3 cell viability, JAK2V617F counter-screen; CellTiter-Glo ATP luminescence; inhibition, % at 5.6 µM; AID 1486; 1.1% of 220,000 active;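 active = inhibition above a per-campaign cutoff, the mean inhibition of all tested compounds plus 3 SD, cut at about 27% in these data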;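 note: 0% = DMSO wells and 100% = JAK Inhibitor I control wells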
Ba/F3 V617F tox – lowers viability of Ba/F3 cells expressing EpoR and JAK2V617F; ATP luminescence; inhibition, % at 5.6 µM; 1.1% of 220,000 active;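 active = inhibition above the campaign mean plus 3 SD over all tested compounds, cut at about 24% in these data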;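 note: cytokine-independent growth of Ba/F3 cells driven by EpoR plus mutant JAK2; 0% = DMSO-treated cells and 100% = JAK inhibitor I control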
Calpain2 inh – inhibitors of pig calpain II. purified calpain II, fluorogenic peptide substrate, 30 min. inhibition, % at 16 µM. 0.37% of 220,000 active;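 active = inhibition above about 50%, limit read from the data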
TRPN1 ag – zebrafish TRPN1 (NompC) channel agonism. HEK293 zebrafish TRPN1-YFP, Fluo-8 calcium fluorescence; 100% = response to 87 µM carbachol. activation, % at 3 µM. 0.18% of 220,000 active. AID 1424;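 active = activation above its plate's cutoff, the mean activation of test wells on that plate plus 3 SD, cut at about 19% in these data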;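 note: 0% = DMSO alone and 100% = 87 µM carbachol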
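Material: zebrafish TRPN1-YFP in HEK293 cells; Doses: single test compound dose, 3 µM nominal, 0.3% DMSO; Timing: dye loading 1 h at 37 °C, then 30 min room temperature; Technique: intracellular calcium fluorescence with Fluo-8; Benchmarks: high carbachol 87 µM, low DMSO alone.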
EP2 modulator – modulators of human EP2 prostaglandin E2 receptor | induction, % at 25 µM | 0.83% of 260,000 active | P43116 | EP2-expressing cells, cAMP HTRF FRET, PGE2 co-stimulation | AID 940;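 active = compounds whose cAMP rise, as percent of the full-agonist control response, exceeds 60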;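 note: rat C6 glioma line stably carrying human EP2 under a CMV promoter; the protocol text gives 20 µM as final concentration; 100% = response of wells given 1 µM PGE2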
S1P4 antagonist – blocks the human S1P4 receptor; O95977; inhibition, % at 4.98 µM; 0.26% of 220,000 active; S1P4-expressing cells, antagonist mode, reporter read-out; AID 1510; in the data active = inhibition above about 29%;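 note: 0% = wells stimulated with agonist and 100% = vehicle wells without agonist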
Target sequence (O95977 whole entry, looked up): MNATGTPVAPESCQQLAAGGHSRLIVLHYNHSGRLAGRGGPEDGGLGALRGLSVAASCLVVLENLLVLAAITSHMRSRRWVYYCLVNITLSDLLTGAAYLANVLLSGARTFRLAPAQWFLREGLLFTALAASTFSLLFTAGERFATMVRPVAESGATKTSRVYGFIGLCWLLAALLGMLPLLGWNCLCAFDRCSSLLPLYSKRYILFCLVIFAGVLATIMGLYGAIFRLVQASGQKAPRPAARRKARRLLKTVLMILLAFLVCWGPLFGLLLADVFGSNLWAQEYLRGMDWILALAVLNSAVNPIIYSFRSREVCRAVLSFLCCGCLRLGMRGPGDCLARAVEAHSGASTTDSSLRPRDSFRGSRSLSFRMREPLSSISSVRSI
S1P4 ag – agonists of human S1P4 receptor; S1P4-expressing cell line, agonist reporter assay; activation, % at 4.98 µM; 0.35% of 220,000 active; AID 1509; in the data active = activation above about 11%;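 note: 0% = DMSO vehicle and 100% = reference agonist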
PERK inhibitor – blocks human PERK kinase | AID 1416 | 0.17% of 220,000 active | Q9NZJ5 | CHO PERK-DD fusion, SEAP luminescence translation reporter | inhibition, % at 5.6 µM;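 active = inhibition above the mean inhibition of all tested compounds plus 3 SD, set separately per screening campaign, cut at about 2.9% in these data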;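 note: PERK kinase domain activated by AP20187 dimerizer at 100 nM; 0% = DMSO with dimerizer and 100% = rapamycin at 8.4 µM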
TRPML3 ag – agonists of human TRPML3 channel. activation, % at 3 µM. 0.29% of 220,000 active. Q8TDD5. AID 1448. HEK293 TRPML3-YFP, Fluo-8 calcium fluorescence; 100% = the carbachol control signal;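 active = activation above its plate's cutoff, the mean activation of the plate's test wells plus 3 SD, cut at about 12% in these data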;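 note: 0% = DMSO only wells and 100% = carbachol wells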
Target sequence (Q8TDD5 whole entry, looked up): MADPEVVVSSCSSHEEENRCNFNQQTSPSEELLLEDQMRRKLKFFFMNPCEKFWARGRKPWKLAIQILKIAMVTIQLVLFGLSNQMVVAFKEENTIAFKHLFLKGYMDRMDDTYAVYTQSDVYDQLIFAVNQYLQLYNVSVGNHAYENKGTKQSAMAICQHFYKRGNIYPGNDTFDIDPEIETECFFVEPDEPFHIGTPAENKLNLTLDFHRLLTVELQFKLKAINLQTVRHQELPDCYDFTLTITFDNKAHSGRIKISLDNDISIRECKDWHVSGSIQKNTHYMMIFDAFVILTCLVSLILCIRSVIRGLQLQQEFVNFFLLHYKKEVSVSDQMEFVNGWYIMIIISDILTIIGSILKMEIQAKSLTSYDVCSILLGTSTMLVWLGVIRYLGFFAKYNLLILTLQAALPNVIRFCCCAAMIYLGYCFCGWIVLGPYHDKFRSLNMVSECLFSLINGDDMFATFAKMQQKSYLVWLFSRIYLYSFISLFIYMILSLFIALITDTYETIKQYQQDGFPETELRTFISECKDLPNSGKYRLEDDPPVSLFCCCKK
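Material: TRPML3-YFP stable HEK293 cells | Dosing: One concentration, 3 µM nominal, 0.3% DMSO | Timing: 125 s total fluorescence read per well | Technique: Fluo-8 calcium dye fluorescence, ex 470-495, em 515-575 nm | Measure: Percent activation from peak-to-basal fluorescence ratio, scaled between DMSO and carbachol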
The depositor's hits bear a star; & = joins results of further samples. The order is random; any-hit rate near 3.6%.

SMILES	BaF3 tox	Ba/F3 V617F tox	Calpain2 inh	TRPN1 ag	EP2 modulator	S1P4 antagonist	S1P4 ag	PERK inhibitor	TRPML3 ag
O=C(O)c1ccc(COc2ccc3c4c(c(=O)oc3c2)CCC4)o1	-3.1	-4.9	-106.5	-0.1	37.5	-21.4	-1.4	0.8	0.0
CCOC(=O)C(CC(C)C)CP(=O)(O)CNC(=O)OCc1ccccc1 (centres undefined)	2.3	2.1	12.8	0.4	13.3	-4.8	0.6	0.6	1.3
COc1cccc(/C=C2/SC(=O)N(CC(=O)N3CCc4ccccc4C3)C2=O)c1OCC(=O)O	0.3	-2.4	5.2	-0.8	-13.8	-2.4	-0.8	-0.8	0.2
Cc1ccc(C(=O)c2c(NC(=O)c3ccncc3)sc3c2CCCC3)cc1	-2.3	-4.8	41.7	-1.1	68.7*	-20.2	-1.4	0.3	0.4
Cn1c(SCC(=O)N2c3ccccc3CCc3ccccc32)nnc1-c1ccc(O)cc1	6.6	-0.4	-1.9	1.5	-5.7	-17.3	0.5	0.5	0.1
CCN(CC)S(=O)(=O)c1ccc(OC)c(NC(=O)C(Cc2ccccc2)N2C(=O)c3ccccc3C2=O)c1 (centres undefined)	3.3	-2.0	-25.5	0.1	8.0	-8.0	2.7	-0.4	-0.5
CCc1nnc(NC(=O)c2ccc(S(=O)(=O)N(CCOC)CCOC)cc2)s1	7.5	-1.4	-5.8	0.8	15.4	-3.2	-1.3	1.0	0.6
c1ccc(-c2ncc(CN3CCN(c4ccccn4)CC3)[nH]2)cc1	-1.1	2.6	15.0	0.6	-11.1	-10.2	0.4	-1.1	0.0
O=C(c1noc2c1CCCC2)N1CCCCC1	5.2	0.3	-1.4	-0.5	14.0	-11.6	0.5	-1.0	0.2
O=C1NCCN(Cc2ccoc2)C1CC(=O)N(Cc1ccccc1)CC1CCC1 (centres undefined)	2.8	-1.6	-2.3	-0.6	27.4	-5.3	0.7	0.8	0.4
CCCCOc1cccc(-c2nnc(N)s2)c1	0.3	-1.9	-37.1	-1.7	-8.3	-3.7	-1.8	-0.6	-1.1
O=C(C1CCCO1)N1CCN(C(=S)Nc2ccc(Cl)cc2)CC1 (centres undefined)	30.0*	38.6*	-5.9	-1.0	-5.8	0.4	0.6	1.2	0.7
O=C(O)[C@H](Cc1ccccc1)N1Cc2ccccc2C1=O	-1.0	-3.2	-14.8	-0.1	12.1	-11.8	4.3	0.2	1.3
CCCC(O)(c1ccc(OC)cc1)C(CN1CCOCC1)c1ccccc1 (centres undefined)	3.9	2.6	-18.0	2.7	43.1	3.9	-0.9	-0.8	-1.1
CCCCNC(=O)c1c(C)cc(=O)oc1C	2.1	-4.2	10.7	-0.4	9.0	3.7	3.2	1.6	0.1
CCC(=O)Nc1cccc(NC(=O)c2cc3ccccc3o2)c1	1.9	0.5	27.6	1.9	-27.3	5.1	1.0	-0.6	0.2
CCCCNC(=O)c1c(O)c2cccc3c2n(c1=O)CCC3	3.6	-1.0	7.7	4.5	45.4	4.2	-1.4	-0.6	0.5
CCOC(=O)c1c(N)sc2c(OCC)c(Br)ccc12	7.4	2.7	40.4	-0.6	43.5	1.6	2.0	0.2	-0.5
COc1ccc(NC(=O)Nc2cccc(Cl)c2Cl)c(OC)n1	-4.2	4.3	-11.8	0.3	-40.4	4.1	-0.3	0.6	0.2
Cc1cc(N2CCCCC2)nc2ccc(NC(=O)c3ccc(Br)o3)cc12	3.3	-1.2	49.2	-0.5	-51.0	5.8	-4.7	-1.6	-0.4
COc1ccc(CCNC(=O)CSC2=Nc3ccccc3C3=NC(C(C)C)C(=O)N23)cc1OC (centres undefined)	0.9	0.8	-14.8	0.0	8.4	-2.1	1.3	0.5	-0.2
CSc1nc2nccc(-c3ccc(-c4ccccc4)cc3)n2n1	2.6	-2.0	-197.1	0.0	70.1*	-14.8	-0.7	-0.3	0.2
Cc1cccc(-c2ncc(S(=O)(=O)C(C)(C)C)c(N)n2)c1	-3.6	-1.2	3.5	0.7	9.1	5.2	-0.3	0.1	2.0
C#CCn1c(=NC(=O)c2cccs2)sc2cccc(OC)c21	1.9	-5.0	-56.5	-1.7	-152.8	9.0	-3.5	0.7	0.0
Cc1c(CCOC(=O)CC23CC4CC(CC(C4)C2)C3)sc[n+]1CC(=O)c1ccccc1	6.0	-0.1	11.9	-0.8	-77.1	-13.0	-1.0	0.2	0.1
More results follow.
SMILES	BaF3 tox	Ba/F3 V617F tox	Calpain2 inh	TRPN1 ag	EP2 modulator	S1P4 antagonist	S1P4 ag	PERK inhibitor	TRPML3 ag
CCOCC(=O)Nc1cc(C(=O)NCCc2ccccc2)ccc1Cl	7.5	0.1	-0.3	-0.8	-7.6	-3.4	-0.6	-0.5	1.1
OC(CNc1ccccc1)Cn1ccc2ccccc21 (centres undefined)	5.0	-1.1	3.1	0.3	5.9	-22.0	2.9	1.0	0.4
COc1ccc(-c2ccc(-c3noc(-c4ccccc4C)n3)c(OC)n2)cc1	2.0	-3.7	-215.8	0.0	1.0	-28.1	-2.8	-0.2	0.5
COc1ccc(OC)c(N(CC(=O)Nc2ccc(NC(C)=O)cc2)S(C)(=O)=O)c1	1.2	-4.6	0.5	0.2	7.5	-0.2	-3.3	1.5	0.4
COC(=O)c1[nH]c2ccccc2c1NC(=O)c1ccccc1F	3.3	1.0	-9.7	0.0	-34.2	3.1	-0.4	-0.1	0.3
Cc1ccc(S(=O)(=O)NCC(=O)Nc2cccc([N+](=O)[O-])c2)cc1	3.2	0.0	-12.9	-1.1	-5.4	-11.5	1.7	1.6	-0.5
Cn1c(/C=N/NC(=O)c2ccccc2Br)nc2ccccc21	2.3	0.5	-64.1	0.2	-46.5	-10.3	-0.8	-0.5	-0.7
O=C1CN(C(=O)c2ccco2)c2ccccc2N1	1.9	-2.9	-56.6	-0.6	16.2	-7.3	0.0	0.6	0.6
CN1CCN(c2ccccc2NC(=O)c2cccc(OCc3ccccc3)c2)CC1	1.8	-0.9	-0.4	-0.6	-3.5	-19.4	2.2	-0.9	0.6
COC(=O)c1ccccc1NC(=O)Nc1cc(C)ccn1	13.6	7.1	13.3	0.0	-25.0	23.5	-2.6	1.6	0.0
CCc1c(C(C)O)oc2ccc3c(C)cc(=O)oc3c12 (centres undefined)	6.9	0.6	-102.8	0.9	-3.6	-5.3	0.2	0.1	0.3
COc1cccc(OC)c1C(=O)NC(=S)Nc1ccc2c(c1)C(=O)N(C)C2=O	1.4	-4.2	0.5	1.5	-0.3	1.9	1.5	-0.3	0.1
CSc1ccc(CNc2ccc(Cl)cc2)cc1	2.9	5.3	37.3	-1.5	7.5	6.0	0.7	0.5	-0.8
CCc1ccc2c(c1)C1(NN=C(c3ccccc3)S1)C(=O)N2 (centres undefined)	3.2	-2.5	-15.8	-0.4	12.6	-10.6	1.1	0.4	-0.6
CC(C)(C)c1nnc(NC(=O)CS(=O)(=O)Cc2ccccc2)s1	-1.3	-2.0	0.6	-1.1	-4.4&-10.8	4.1	0.4	1.4	0.6
CC(=O)Nc1cc(-c2ccccc2)nn1Cc1ccc(Cl)cc1	-2.1	1.2	8.5	0.5	-39.4	-16.5	1.1	-0.2	-0.5
CC(=O)Nc1ccc(/C=N/NC(=O)c2cc3cc(C)ccc3nc2C)cc1	3.4	-4.6	1.0	-0.8	-21.2	-13.3	2.3	0.2	0.6
Cc1cc2cc3c(cc2nc1SCC(=O)N1c2ccccc2CC1C)OCO3 (centres undefined)	0.8	-5.2	-15.0	0.4	20.8	-1.9	-0.9	-0.5	-0.7
CCc1ccc(NC(=O)NCC2CCN(c3ccc(OC)cc3)C2)cc1 (centres undefined)	-4.2	-3.9	-16.0	4.2	1.4	-15.2	0.4	-0.2	1.3
COc1ccc(C(=O)CSc2nnc(Cn3nnc4ccccc43)n2C)cc1	1.9	-0.8	21.7	0.1	-3.3&-28.1	1.9	-2.0	-1.4	-0.1
CC1=C(NCCc2ccccc2)CCC1=O	6.5	4.3	15.3	0.6	12.0	-9.2	1.4	-0.3	0.7
CN(c1cccc(NS(=O)(=O)c2ccccc2)c1)S(C)(=O)=O	0.7	-3.3	-19.1	1.8	8.1	-0.2	-0.2	1.8	1.2

In a second layout: 13 of the compounds above
SMILES | BaF3 tox | Ba/F3 V617F tox | Calpain2 inh | TRPN1 ag | EP2 modulator | S1P4 antagonist | S1P4 ag | PERK inhibitor | TRPML3 ag
COC(=O)c1[nH]c2ccccc2c1NC(=O)c1ccccc1F | 3.3 | 1.0 | -9.7 | 0.0 | -34.2 | 3.1 | -0.4 | -0.1 | 0.3
Cc1ccc(S(=O)(=O)NCC(=O)Nc2cccc([N+](=O)[O-])c2)cc1 | 3.2 | 0.0 | -12.9 | -1.1 | -5.4 | -11.5 | 1.7 | 1.6 | -0.5
Cn1c(/C=N/NC(=O)c2ccccc2Br)nc2ccccc21 | 2.3 | 0.5 | -64.1 | 0.2 | -46.5 | -10.3 | -0.8 | -0.5 | -0.7
O=C1CN(C(=O)c2ccco2)c2ccccc2N1 | 1.9 | -2.9 | -56.6 | -0.6 | 16.2 | -7.3 | 0.0 | 0.6 | 0.6
CN1CCN(c2ccccc2NC(=O)c2cccc(OCc3ccccc3)c2)CC1 | 1.8 | -0.9 | -0.4 | -0.6 | -3.5 | -19.4 | 2.2 | -0.9 | 0.6
COC(=O)c1ccccc1NC(=O)Nc1cc(C)ccn1 | 13.6 | 7.1 | 13.3 | 0.0 | -25.0 | 23.5 | -2.6 | 1.6 | 0.0
CCc1c(C(C)O)oc2ccc3c(C)cc(=O)oc3c12 (centres undefined) | 6.9 | 0.6 | -102.8 | 0.9 | -3.6 | -5.3 | 0.2 | 0.1 | 0.3
COc1cccc(OC)c1C(=O)NC(=S)Nc1ccc2c(c1)C(=O)N(C)C2=O | 1.4 | -4.2 | 0.5 | 1.5 | -0.3 | 1.9 | 1.5 | -0.3 | 0.1
CSc1ccc(CNc2ccc(Cl)cc2)cc1 | 2.9 | 5.3 | 37.3 | -1.5 | 7.5 | 6.0 | 0.7 | 0.5 | -0.8
CCc1ccc2c(c1)C1(NN=C(c3ccccc3)S1)C(=O)N2 (centres undefined) | 3.2 | -2.5 | -15.8 | -0.4 | 12.6 | -10.6 | 1.1 | 0.4 | -0.6
CC(C)(C)c1nnc(NC(=O)CS(=O)(=O)Cc2ccccc2)s1 | -1.3 | -2.0 | 0.6 | -1.1 | -4.4&-10.8 | 4.1 | 0.4 | 1.4 | 0.6
CC(=O)Nc1cc(-c2ccccc2)nn1Cc1ccc(Cl)cc1 | -2.1 | 1.2 | 8.5 | 0.5 | -39.4 | -16.5 | 1.1 | -0.2 | -0.5
CC(=O)Nc1ccc(/C=N/NC(=O)c2cc3cc(C)ccc3nc2C)cc1 | 3.4 | -4.6 | 1.0 | -0.8 | -21.2 | -13.3 | 2.3 | 0.2 | 0.6
